RSV antiviral HEp-2: inhibition of RSV-induced cytopathic effect – HEp-2 cells, primary 10 µM value included (AID 2391); 310,000 compounds, 0.13% hits; HEp-2 cells, RSV-induced CPE inhibition; higher % means a stronger effect; one-dose CPE inhibition, % at 10 µM; IC50 in µM for titrated hits; in the data active = a potency from the dose series; inconclusive = CPE inhibition mostly from about 23% at the one dose, without a potency; inactive = the rest, 99 in 100 with CPE inhibition below about 21%; note: strong numbers were not always called active
XIAP displacement: XIAP antagonists, biochemical, IAP family, fluorescence polarization (AID 1018); XIAP BIR domain, fluorescence polarization peptide displacement; higher % means a stronger effect; displacement, % at 20 µM; hits with a dose series show IC50 in µM; 200,000 compounds, 0.007% hits; in the data active = displacement above about 50%; note: a part of the inactive calls stands beside numbers as strong as those of hits
Myeloid diff 2: promotes myeloid progenitor differentiation; AID 624256; calls only at 10 µM; 360,000 compounds, 1% hits; ER-HoxA9 myeloid progenitors, lysozyme-GFP differentiation, flow cytometry;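 active = normalized GFP-positive differentiation at or above the plate's own cutoff, the solvent-only control mean plus 3 SD; inconclusive = no clear call, values can overlap the other calls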;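 note: cells exposed to compound for four days before flow analysis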
PMI inhibition: MPI inhibition at elevated mannose 6-phosphate – biochemical, fluorescence intensity, high mannose 6-phosphate, primary screen (AID 1220) | recombinant PMI enzyme, coupled fluorescence intensity; higher % means a stronger effect | one-dose inhibition, % at 20 µM; IC50 in µM for titrated hits | 190,000 compounds, 0.66% hits
PMI inhibitors: inhibitors of human PMI, primary screen, biochemical, fluorescence intensity, coupled assay (AID 1209); purified PMI enzyme, coupled fluorescence intensity; higher % means a stronger effect; one-dose inhibition, % at 20 µM; IC50 in µM for titrated hits; 190,000 compounds, 0.42% hits;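 note: plate controls were DMSO vehicle for no effect and wells lacking substrate for full effect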
Siah-1 displacement: blockers of Siah-1 interaction with plectin peptide – biochemical, fluorescence polarization, rhodamine-plectin, uHTS, primary screen (AID 1817); Siah-1 / rhodamine-plectin peptide fluorescence polarization; higher % means a stronger effect; one-dose displacement, % at 20 µM; IC50 in µM for titrated hits; 290,000 compounds, 0.02% hits;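 active = displacement of at least 50% at 20 µM, with a fluorescence ratio check between 0.3 and a set limit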;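 note: plate controls were Siah plus tracer with DMSO for no effect and tracer alone without Siah for full effect; strong numbers were not always called active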
PhoP inhibition: PhoP-dependent GFP reporter repression – Salmonella Typhimurium, primary screen (AID 1863); S. Typhimurium PhoP-regulated promoter GFP reporter, 4 h; higher % means a stronger effect; one-dose inhibition, % at 50 µM; IC50 in µM for titrated hits; 300,000 compounds, 0.16% hits;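 active = inhibition over 29.93%, a cutoff 3 SD above the screen mean, later confirmed by dose response; inconclusive = inhibition over 29.93% but no dose response follow-up; inactive = inhibition at most 29.93% or unconfirmed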;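 note: 0% = low Mg2+ inducing control and 100% = high Mg2+ repressing control; strong numbers were not always called active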
WT yeast gro inh: growth inhibition of WT yeast, mitochondrial fusion screen. mitochondrial fusion phenotypic screen, WT strain. inhibition, % at 10 µM. 190,000 compounds, 2.1% hits. AID 1362; in the data active = inhibition above about 58%; tested in S. cerevisiae
TNAP activators: human TNAP enzyme activators, primary screen, biochemical, luminescent, no phosphate acceptor, uHTS (AID 1001). purified TNAP, luminescent activation assay, no phosphate acceptor; higher activation fold means a stronger effect. 200,000 compounds, 0.03% hits. activation fold at 20 µM, or EC50 in µM where a hit was titrated; in the data active = activation fold from about 3, or a potency from the dose series; inactive = the rest, 99 in 100 with activation fold below about 1.6; note: many of its hits are not listed in these tables
WT yeast gro inh mutant strain: second read-out of WT yeast gro inh, no call of its own (marks repeat the call); inhibition, %; mitochondrial fusion phenotypic screen, mutant strain inhibition
Myeloid diff 2 GFP+ MAC1+ %: recorded beside Myeloid diff 2, whose call it bears; GFP+ MAC1+ double positive, %; measured here: differentiation confirmed by MAC1 staining
* = called active by the depositor; i = inactive; ? = inconclusive; . = not tested or not shown. Cut-off read from the data, not from the text of the source, unless noted: active = inhibition above about 50%; inactive = the rest.

SMILES | RSV antiviral HEp-2 | XIAP displacement | Myeloid diff 2 | Myeloid diff 2 GFP+ MAC1+ % | PMI inhibition | PMI inhibitors | Siah-1 displacement | PhoP inhibition | WT yeast gro inh | WT yeast gro inh mutant strain | TNAP activators
O=c1c2ccccc2nc(SCc2cc(F)ccc2F)n1C1CCCC1 | 0.1% | -2.3% | i | 0.9 | 2% | 12% | 2% | 16% | -7 | -14 | 1.1
Cc1ccc(CC(=O)Nc2ccc(S(=O)(=O)Nc3ncccn3)cc2)cc1 | 1.2% | . | i | 0.2 | . | . | -2% | -5% | . | . | .
N#C/C(=C\c1cccc(Oc2ccccc2)c1)C(=O)N1CCOCC1 | 1.8% | -1.3% | i | 0.6 | 8% | 13% | 1% | 10% | 44 | 26 | 1.1
CC(NC(=S)Nc1ccccc1OC(F)F)C(C)(C)C (stereo not given) | 0.1% | -6.2% | i | 0.9 | -5% | 1% | -3% | -3% | -35 | -13 | 1
CCOc1ccc(C(=O)Nc2ccc3c(c2)OCCO3)cc1[N+](=O)[O-] | 5.5% | -0.9% | i | 0.4 | -7% | -1% | 2% | -5% | -2 | 10 | 1.1
COc1cc(CC(=O)Nc2ccc3nc(C)sc3c2)cc(OC)c1OC | 1.2% | -14% | i | 0.2 | -2% | 6% | -1% | -5% | -6 | 6 | 0.9
COc1cc(NC(=O)Cn2nc(Cc3cccnc3)c3ccccc3c2=O)cc(OC)c1OC | 2.5% | -1.4% | i | 1.8 | -12% | -2% | 0% | 15% | -2 | 8 | 1.1
COC(=O)Cc1[nH]n(-c2nc3ccccc3s2)c(=O)c1C(C)=Nc1ccc(OC)cc1 | -0.8% | . | i | 0.7 | . | . | -2% | -4% | . | . | .
S=C(c1ccccc1)N(c1ccccc1)c1ccccc1 | 1.3% | -5.2% | i | 0.2 | 12% | 10% | -2% | 10% | -21 | 1 | 1
Cc1cc(C)c(S(=O)(=O)N(CC(=O)NCc2cccnc2)C2CCCCC2)c(C)c1 | 2.4% | -7.1% | i | 0.5 | 15% | 22% | -4% | 3% | 5 | 10 | 1.1
CCOc1cc(S(=O)(=O)N2CCN(C(=O)c3ccco3)CC2)ccc1F | 1.7% | . | i | 1.1 | . | . | 2% | 9% | . | . | .
CC(C)OC(=O)c1ccc(N2C(=O)C3CC=CCC3C2=O)cc1 (stereo not given) | 1.1% | -10% | i | 0.6 | -1% | 4% | 6% | 1% | 8 | -15 | 1.1
CC(=O)Nc1ccc(CC#N)cc1 | 1.5% | . | i | 0.2 | . | . | 15% | -14% | . | . | .
O=C(/C=C/c1ccccc1)Nc1ccc(CN2CCOCC2)cc1 | 14% | -2.1% | i | 0.1 | 3% | 9% | -3% | 12% | -18 | -5 | 1
COc1ccc2c(c1)OCC1=C2CCC2(C)C(=O)CC=C12 (stereo not given) | 14% | -0.8% | . | . | -53% | -5% | 2% | 0% | -6 | -32 | 0.9
COc1ccc(CNC(=O)/C=C/C(=O)O)cc1OC | 1.0% | -5.2% | i | 0.4 | -10% | -16% | 5% | -8% | -11 | -34 | 1
Cc1ccc([N+](=O)[O-])cc1S(=O)(=O)N1CCNCC1 | 0.5% | -6.8% | i | 0.2 | 1% | -8% | 4% | 7% | 2 | 1 | 1.1
O=C(Cn1cnc2c(nnn2Cc2ccc(F)cc2)c1=O)N1CCN(c2ccccc2)CC1 | 2.1% | -2.6% | i | 0.5 | 4% | 10% | 3% | 6% | 3 | 3 | 1
O=C(Cn1ccc2ccccc2c1=O)NCCC(=O)N1CCN(c2cccc(Cl)c2)CC1 | 2.7% | -2.4% | i | 0.7 | 3% | 4% | 3% | 5% | 10 | 15 | 1.1
COc1ccc2c(c1[N+](=O)[O-])CCC/C2=N/OC(=O)c1cccc2ccccc12 | 8.1% | -8.3% | i | 0.9 | -70% | -31% | -1% | -5% | 4 | -13 | 1.1
COc1ccc(-n2nc(C)c3sc(C)nc3c2=O)cc1 | 1.2% | . | i | 0.3 | . | . | 4% | -2% | . | . | .
Cc1ccc(S(=O)(=O)N(C)C)cc1NC(=O)/C=C/c1cccs1 | 4.8% | -1.2% | i | 0.7 | 4% | -1% | 6% | -6% | -6 | -7 | 1.1
CCOC(=O)c1[nH]cnc1C(=O)Nc1ccccc1C | 10% | -2.4% | i | 0.2 | -7% | -5% | -6% | -6% | -6 | 6 | 1.6
O=C(O)c1ccc(NC(=S)NC(=O)C(c2ccccc2)c2ccccc2)cc1 | 5.0% | . | i | 0.9 | . | . | 1% | 0% | . | . | .
Cc1cnccc1CNC(=O)C1CCC(=O)N(Cc2ccc(Cl)cc2)C1 (stereo not given) | 3.4% | . | i | 1.6 | . | . | 6% | -4% | . | . | .

Entries of single compounds as entered above:
Results for `Cc1ccc(CC(=O)Nc2ccc(S(=O)(=O)Nc3ncccn3)cc2)cc1` → RSV antiviral HEp-2: 1.2%; XIAP displacement: .; Myeloid diff 2: i; Myeloid diff 2 GFP+ MAC1+ %: 0.2; PMI inhibition: .; PMI inhibitors: .; Siah-1 displacement: -2%; PhoP inhibition: -5%; WT yeast gro inh: .; WT yeast gro inh mutant strain: .; TNAP activators: .
Results for `CC(=O)Nc1ccc(CC#N)cc1` → RSV antiviral HEp-2: 1.5%; XIAP displacement: .; Myeloid diff 2: i; Myeloid diff 2 GFP+ MAC1+ %: 0.2; PMI inhibition: .; PMI inhibitors: .; Siah-1 displacement: 15%; PhoP inhibition: -14%; WT yeast gro inh: .; WT yeast gro inh mutant strain: .; TNAP activators: .

Additional results.
SMILES | RSV antiviral HEp-2 | XIAP displacement | Myeloid diff 2 | Myeloid diff 2 GFP+ MAC1+ % | PMI inhibition | PMI inhibitors | Siah-1 displacement | PhoP inhibition | WT yeast gro inh | WT yeast gro inh mutant strain | TNAP activators
CC(=O)c1c(O)cc2n(c1=O)-c1ccc(Cl)cc1C2(C)C | 14% | -3.1% | i | 0.3 | 7% | -3% | 5% | 6% | -14 | -7 | 1.1
CC(=O)c1cccc(OCc2cc(C(=O)NCc3nc(C)c(C)s3)no2)c1 | 2.0% | . | i | 0.5 | . | . | -1% | 0% | . | . | .
Cc1oc(-c2ccc(Cl)cc2)nc1CSCC(=O)NC1CCN(Cc2ccccc2)CC1 | 0.7% | . | i | 0.0 | . | . | -4% | -4% | . | . | .
COc1ccc(N2CCN(c3ncccc3C#N)CC2)cc1 | 1.1% | -1.6% | i | 0.5 | 16% | 20% | -4% | 11% | 29 | 3 | 1.1
COc1cccc(C=Nc2ccc(C)c(F)c2)c1O | 4.6% | -2.8% | i | 0.7 | 16% | 4% | -5% | 12% | 15 | 10 | 1
Oc1ccc(N=Cc2sc3ccccc3c2Cl)cc1 | 5.3% | -1.2% | i | 0.5 | 49% | 35% | i | 27% | 1 | 2 | 0.9
O=C(O)c1nn(-c2ccccc2)nc1-c1nn(-c2ccccc2)nc1C(=O)O | 1.2% | -10% | i | 0.6 | -5% | 1% | -2% | 3% | 4 | 4 | 1
CCc1cccc(CC)c1NC(=S)N1CCn2cccc2C1c1ccncc1 (stereo not given) | -0.4% | -5.1% | i | 0.7 | 10% | 1% | 3% | -8% | -26 | -5 | 1.1
O=C(CCNS(=O)(=O)c1cccs1)NCc1cccs1 | -0.2% | -4.3% | i | 0.9 | -4% | -6% | -2% | 1% | -3 | -26 | 1
Cc1ccc(C2C3=C(CCCC3=O)OC3=C2C(=O)CCC3)cc1 | 1.6% | -5.6% | i | 0.6 | 9% | 2% | 2% | 16% | 11 | 0 | 1
COc1ccc(-c2cc3c(=O)n(CC(=O)Nc4cccc(Cl)c4)nc(C)n3n2)cc1 | 1.0% | . | i | 0.8 | . | . | 3% | -4% | . | . | .
Cc1ccccc1NC(=O)Cn1c(=O)sc2ccccc21 | 2.9% | -3.8% | i | 0.7 | 4% | 5% | 7% | -2% | 2 | -10 | 1
CC(C)CC(O)C1CCN(C(=O)CCc2nnc(-c3ccccc3)o2)CC1 (stereo not given) | 1.5% | -3.3% | i | 0.2 | 4% | -1% | -1% | -1% | 3 | 6 | 1
Cc1cc(C(=O)Cn2nc(C(=O)O)c3ccccc3c2=O)c(C)n1CCc1ccc(F)cc1 | 17% | . | i | 0.9 | . | . | 2% | 3% | . | . | .
COc1ccccc1-c1nc(SCc2ccccn2)n[nH]1 | 1.6% | -5.9% | i | 0.5 | 1% | -3% | 2% | 3% | 24 | 15 | 0.2
CC1(C)CC(=O)C(C2C3=C(CC(C)(C)CC3=O)Oc3c(Br)cc(Br)cc32)=C(O)C1 (stereo not given) | 11% | . | i | 0.5 | . | . | -5% | 5% | . | . | .
O=C(Nc1cccnc1)c1ccc(Br)s1 | -3.5% | -2.1% | i | 1.4 | -6% | -1% | -8% | 15% | -2 | -3 | 1.1
COc1ccc(CNn2c(-c3cccc(C)c3)nc3ccccc3c2=O)cc1OC | 0.5% | -7.4% | i | 1.1 | 2% | 2% | 1% | 5% | -2 | -9 | 1
Cc1nc(SCC2(C)CC2(Cl)Cl)n[nH]1 (stereo not given) | 0.5% | -4.4% | i | 0.4 | -3% | -4% | 6% | -6% | 8 | 5 | 0.7
CNC(=S)N/N=C(\C)c1ccc(Cl)c(Cl)c1 | ? | -6.8% | i | 0.4 | 3% | 8% | 15% | 0% | 28 | 24 | 1.1
CC(NC(=O)CSc1nc2ccccc2n1CCC#N)c1ccc(F)cc1 (stereo not given) | 1.0% | -2.1% | i | 4.3 | 4% | -2% | 2% | -2% | 1 | 9 | 1.2
CCSc1nc(C)c(CCOc2cccc(C)c2)c(=O)[nH]1 | -0.2% | 1.1% | i | 0.2 | -10% | -8% | 7% | -4% | -4 | 2 | 1.1
O=C(COC(=O)c1cc([N+](=O)[O-])ccc1N1CCOCC1)Nc1c(Cl)cccc1C(F)(F)F | 1.2% | . | i | 0.9 | . | . | 9% | 7% | . | . | .
COc1cc(N(C)C)c(NC(C)=O)cc1C(=O)O | 0.8% | -4.3% | i | 0.8 | 12% | 18% | 5% | 7% | -4 | 3 | 1.1
CCn1c(SCC(=O)Nc2cc(OC)c(OC)c(OC)c2)nnc1-c1cccs1 | 16% | -8.8% | i | 2.7 | 0% | 3% | -4% | 8% | -14 | -5 | 0.9
COc1ccc([N+](=O)[O-])cc1COc1ccc2c(-c3ccccc3)cc(=O)oc2c1 | 2.6% | -24% | i | 0.6 | -4% | -11% | 6% | -1% | 44 | -2 | 1.1
CCN(CCCNC(=O)CNC(=O)Cn1cnc2ccccc2c1=O)c1cccc(C)c1 | 0.1% | 1.5% | i | 0.6 | 17% | 16% | -6% | -15% | -2 | -2 | 1.1
Cc1ccc(CNS(=O)(=O)c2ccc3c(c2)N(C)CCO3)cc1 | 16% | . | i | 0.0 | . | . | 0% | -3% | . | . | .
CCN(CC)CCNCc1cc(Cl)ccc1OCc1ccccc1F | -1.9% | -6.0% | i | 0.8 | -3% | -4% | 1% | 4% | 25 | 5 | 1
O=C(Nc1ccc(N2CCOCC2)cc1)Nc1cnsn1 | 1.2% | -8.3% | i | 1.8 | 6% | 15% | -3% | -4% | 12 | -7 | 1
